# From PubChem
# M. tuberculosis HTS: M. tuberculosis growth inhibition, HTS (AID 449762); M. tuberculosis H37Rv growth inhibition, 7H9 media; higher % means a stronger effect; inhibition, % at 25 µM; hits with a dose series show IC50 in µM; 330,000 tested, 0.59% active; in the data active = a potency from the dose series; inconclusive = inhibition above about 70% without an active follow-up result;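 also: bacterial growth assessed after seven days of incubation; strong numbers were not always called active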
# tuberculosis growth: growth inhibition of non-replicating M. tuberculosis (AID 488890); Mycobacterium tuberculosis non-replicating, growth inhibition; higher % means a stronger effect; 320,000 tested, 0.39% active; one-dose inhibition, % at 25 µM; IC50 in µM for titrated hits; in the data active = a potency from the dose series; inconclusive = inhibition mostly from about 82% at the one dose, without a potency; inactive = the rest, 99 in 100 with inhibition below about 76%;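 also: plate controls were DMSO cells for no effect and high antibiotic wells for full effect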
# H1N1 NS1A inhibition: H1N1 influenza NS1A inhibitors, functional cell based assay (AID 504329); NS1A functional cell-based assay, percent inhibition; higher % means a stronger effect; inhibition, % at 12.5 µM; hits with a dose series show IC50 in µM; 340,000 tested, 0.3% active; in the data active = a potency from the dose series; inconclusive = inhibition above about 27% without an active follow-up result; also: strong numbers were not always called active
# Salmonella PhoP GFP: PhoP regulon inhibitors, Salmonella typhi PhoP promoter GFP reporter, confirmatory (AID 1850); Salmonella Typhi PhoP-promoter GFP reporter, fluorescence, 4 h; higher % means a stronger effect; one-dose inhibition, % at 50 µM; IC50 in µM for titrated hits; 310,000 tested, 0.33% active; in the data active = a potency from the dose series; inconclusive = inhibition mostly from about 25% at the one dose, without a potency; inactive = the rest, 99 in 100 with inhibition below about 19%;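 also: 0% = induced wells with vehicle and 100% = uninduced wells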
# inhibitors of VEEV: inhibitors of VEEV TC-83 cytopathic effect, confirmation, Vero cells (AID 588727). inhibition, % at 20 µM, or IC50 in µM where a hit was titrated. Vero cells, VEEV TC-83 cytopathic effect inhibition; higher % means a stronger effect. 350,000 tested, 0.13% active; in the data active = a potency from the dose series; inconclusive = inhibition mostly from about 14% at the one dose, without a potency; inactive = the rest, 99 in 100 with inhibition below about 12%; also: strong numbers were not always called active
# inhibitors of VEEV 10K pilot screen: also measured in inhibitors of VEEV; calls as there; inhibition, %; measured here: 10K pilot screen inhibition
# Starred values were filed as active, the others as inactive; i = inactive; u = inconclusive; x = no result given.
SMILES,M. tuberculosis HTS,tuberculosis growth,H1N1 NS1A inhibition,Salmonella PhoP GFP,inhibitors of VEEV,others
CCCN1CCC(=O)N([C@H](CSc2ccc(C)cc2)Cc2ccccc2)CC1,x,x,-0.6%,x,i,inhibitors of VEEV 10K pilot screen=0.0
COC(=O)c1sccc1NC(=S)N1CCCCC1C (stereo not given),-1.0%,67.9%,-4.8%,-5.7%,i,
O=C1c2ccccc2C(=O)N1S(=O)(=O)c1ccccc1,-9.1%,-4.7%,-6.6%,-5.4%,0.8%,
O=C(Cn1nnc(-c2ccccc2)n1)Nc1ccccc1N1CCOCC1,0.6%,10.4%,5.7%,-11.6%,6.0%,
CCN(C(=O)CSc1nc(C)c(C)c(C)n1)C1CCS(=O)(=O)C1 (stereo not given),4.5%,-10.9%,-0.2%,x,i,
CN(CCOC(=O)c1cccc(F)c1)Cc1ccccc1,8.5%,55.7%,1.0%,2.6%,0.8%,
CCOC(=O)C(=Cc1ccc(OCc2ccc([N+](=O)[O-])cc2)c(OC)c1)C(=O)OCC,63.2%,41.6%,-23.0%,-26.3%,>25µM*,
COc1cccc(CNC(=O)CCS(=O)(=O)c2cccc3nsnc23)c1,-5.1%,-6.4%,1.2%,3.2%,1.1%,
OCC1(CCOc2ccccc2)CCN(Cc2ccccc2OC(F)F)CC1,8.3%,-0.2%,2.5%,-2.5%,i,
O=C(Oc1ccc(C(=S)N2CCCCC2)cc1)c1ccccc1,56.2%,46.6%,x,9.8%,1.1%,
O=[N+]([O-])c1ccc(Sc2n[nH]c(-c3ccccc3)n2)nc1,4.6%,44.0%,8.9%,-9.9%,3.2%,
COc1ccc(-c2cc3ccc(OCc4nn[nH]n4)cc3oc2=O)cc1,-4.1%,17.6%,-11.6%,1.3%,i,
Cn1nc(C(F)(F)F)c(/C=N/OC(=O)c2ccccc2Cl)c1SCc1ccccc1Cl,1.2%,40.2%,-5.0%,5.9%,7.4%,
CNC(=O)COC(=O)c1ccc(OCC(=O)Nc2ccccc2OC)c(OC)c1,-1.8%,1.9%,-12.9%,-2.8%,1.2%,
CCOC(=O)c1ccc(-c2ccc(/C=N/NC(=O)c3cncc(Br)c3)o2)cc1,-1.3%,-7.4%,x,-1.2%,77.8%,
CCC(CC)c1nnc(NC(=O)C2CSC3(C)CCC(=O)N23)s1 (stereo not given),-1.1%,7.3%,-9.8%,-2.6%,2.7%,
O=C(OCC1OC(n2ncc(=O)[nH]c2=O)C(OC(=O)c2ccccc2)C1OC(=O)c1ccccc1)c1ccccc1 (stereo not given),-5.3%,-2.0%,-15.8%,21.0%,6.9%,
O=C(c1ccc(Cl)cc1)c1c[nH]c(C(=O)NNc2cccc(Cl)n2)c1,2.2%,3.5%,-18.5%,-2.1%,0.6%,
Cc1cc(C)nc(NS(=O)(=O)c2ccc(N3C(=O)c4ccccc4C3=O)cc2)n1,3.2%,1.5%,-5.1%,5.2%,0.5%,
O=C(COn1nnc2ccccc21)NCC1CCCCC1,0.6%,-8.3%,-0.1%,0.4%,i,

# No new results follow: entries from further up.
SMILES,M. tuberculosis HTS,tuberculosis growth,H1N1 NS1A inhibition,Salmonella PhoP GFP,inhibitors of VEEV,others
CCOC(=O)c1ccc(-c2ccc(/C=N/NC(=O)c3cncc(Br)c3)o2)cc1,-1.3%,-7.4%,x,-1.2%,77.8%,
CCC(CC)c1nnc(NC(=O)C2CSC3(C)CCC(=O)N23)s1 (stereo not given),-1.1%,7.3%,-9.8%,-2.6%,2.7%,
O=C(OCC1OC(n2ncc(=O)[nH]c2=O)C(OC(=O)c2ccccc2)C1OC(=O)c1ccccc1)c1ccccc1 (stereo not given),-5.3%,-2.0%,-15.8%,21.0%,6.9%,
O=C(c1ccc(Cl)cc1)c1c[nH]c(C(=O)NNc2cccc(Cl)n2)c1,2.2%,3.5%,-18.5%,-2.1%,0.6%,
Cc1cc(C)nc(NS(=O)(=O)c2ccc(N3C(=O)c4ccccc4C3=O)cc2)n1,3.2%,1.5%,-5.1%,5.2%,0.5%,
O=C(COn1nnc2ccccc21)NCC1CCCCC1,0.6%,-8.3%,-0.1%,0.4%,i,

# Next part
SMILES,M. tuberculosis HTS,tuberculosis growth,H1N1 NS1A inhibition,Salmonella PhoP GFP,inhibitors of VEEV,others
CCOc1cc(S(=O)(=O)N2CCC(c3nc4ccccc4s3)CC2)c(OCC)cc1S(=O)(=O)N1CCCCC1,-3.8%,-21.9%,-4.4%,-2.0%,0.5%,
Cc1ccc(CSCCNC(=O)CN(c2ccccc2)S(C)(=O)=O)cc1,-3.9%,8.6%,-6.2%,8.6%,2.1%,
Nc1ccc(C(=O)N/N=C/c2c[nH]c3ccccc23)cc1,2.4%,6.5%,-12.5%,21.1%,0.7%,
CC1(C)CC(=O)C2=C(C1)Oc1ncn3nc(-c4cccnc4)nc3c1C2c1ccccc1 (stereo not given),x,x,-6.8%,x,0.9%,
CC(C)Cn1c2c(c(=O)[nH]c1=O)C(C(F)(F)F)(C(F)(F)F)N=C(CCC1CCCCC1)N2,9.6%,-5.2%,-8.7%,-2.2%,10.9%,
Cc1nn(-c2ccc(Cl)c(Cl)c2Cl)c(=O)c2ccccc12,4.2%,33.8%,-17.8%,4.8%,4.2%,
CC(=O)N1N=C2c3ccccc3CCC2C1c1ccc(F)cc1 (stereo not given),-7.5%,29.7%,x,-19.2%,6.9%,
CC(=O)CCCC(NS(=O)(=O)CCC(Cl)(Cl)Cl)c1ccccc1 (stereo not given),0.2%,-5.6%,1.9%,-3.1%,0.5%,
Cc1cc2c(cc(C(=O)OCC(=O)NC3CCCCC3)n2C)o1,x,x,-1.3%,x,0.7%,
CCC12CN3CCN(CC(C3)/C1=N\NC(=O)c1ccc(C(C)(C)C)cc1)C2,-7.7%,-17.5%,-5.7%,-0.3%,i,
CCOC(=O)N1CCN(C(=O)c2ccc(Cl)c(S(=O)(=O)Nc3ccccc3)c2)CC1,-4.2%,7.2%,2.5%,-8.3%,4.1%,
O=C(N/N=C/C(Cl)=C/c1ccccc1)c1ccc2c(c1)OCO2,3.1%,-2.2%,-9.6%,x,2.6%,
O=C(c1ccc(-n2cncn2)c([N+](=O)[O-])c1)N1CCN(S(=O)(=O)c2c(F)cccc2F)CC1,0.8%,-2.6%,-9.4%,-3.8%,1.8%,
Cc1sc2nc(CN(C(=O)NC3CCCCC3)C3CCCC3)[nH]c(=O)c2c1C,30.5µM*,69.6%,4.2%,-4.8%,8.5%,
CCc1cc2c(-c3ccccc3)cc(=O)oc2cc1OC(C)C(C)=O (stereo not given),-1.0%,16.9%,-12.8%,-3.3%,4.9%,
CCOC(=O)C1CCN(C(=O)c2cc3cc4cc(OC)ccc4nc3o2)CC1,-6.5%,8.3%,3.3%,-3.2%,8.1%,
CCOC(=O)Cn1c(=O)oc2cc(S(=O)(=O)NCCC(C)C)ccc21,-1.2%,-11.4%,1.3%,-15.8%,0.7%,
COc1nn(CC(=O)N2N=C(C)CC2(O)C(F)(F)F)cc1[N+](=O)[O-] (stereo not given),0.2%,43.8%,5.5%,-4.7%,i,
COc1cc2c(cc1NC(=O)C(C)Sc1cccc[n+]1[O-])oc1ccccc12 (stereo not given),6.9%,38.8%,-2.1%,-3.5%,2.3%,
COCCNC(=O)CN(C(=O)Cn1nnc2ccccc21)c1ccc(C)c(F)c1,-1.9%,-1.1%,-5.3%,-11.3%,i,
O=C(C1CCN(c2ccc(N3CCOCC3)nn2)CC1)N1CCN(c2ccc(F)cc2)CC1,-0.4%,10.8%,-4.8%,-1.2%,i,
Cc1cc(C(=O)OCC(=O)Nc2c(F)cccc2F)c(C)n1-c1ccccc1,-2.9%,-6.5%,14.0%,8.4%,5.2%,
COc1ccccc1/C=C\C(=O)NCC(=O)N/N=C(/C)c1cccc([N+](=O)[O-])c1,8.0%,6.0%,8.3%,-1.3%,2.0%,
CN(C)S(=O)(=O)Nc1cccc(NC(=O)CC23CC4CC(CC(C4)C2)C3)c1,7.2%,19.1%,3.0%,5.5%,2.8%,
CCc1ccccc1OCc1nnc(N)s1,-6.8%,-11.0%,0.7%,0.1%,7.2%,
O=C(NCCCn1ccnc1)/C(=C/c1cccnc1)NC(=O)c1ccco1,-11.9%,8.6%,-3.5%,12.0%,i,
CC(C)c1ccccc1OCCCCCNCCO,6.9%,-2.6%,0.2%,-7.8%,i,
Cc1cc(C(=O)NCc2cc(F)cc3c2OCOC3)nn1C,-2.8%,-13.5%,-2.0%,0.5%,2.6%,
Cc1cc2c(s1)c1cnn(-c3ccccc3)c(=O)c1n2C,-2.9%,-14.9%,-7.6%,x,i,
Cc1cc(N)n(-c2ccccn2)n1,-0.1%,8.5%,2.0%,12.0%,i,
Cc1cccc(C(=O)NCc2nnc(SCC(=O)NC3CCCC3)n2C)c1,0.3%,-8.0%,12.3%,3.0%,2.1%,
CCCSc1nc2cc(C)c(C)cc2n1CC(C)O (stereo not given),4.3%,-12.7%,-12.9%,1.8%,i,
COc1ccc(NS(=O)(=O)c2ccc(N3CCOCC3)c(NC(=O)c3ccccc3Cl)c2)cc1,5.7%,-15.0%,5.2%,-1.4%,0.2%,
O=C(/C=C/c1ccc(O)cc1)c1c(O)cc(O)cc1O,-15.8%,-14.3%,-1.6%,6.1%,1.3%,
CCNC(=S)Nc1sc2c(c1C#N)CCC(C)C2 (stereo not given),9.3%,53.2%,-4.6%,-3.2%,i,
COc1ccc(C2c3c(-c4ccccc4)n[nH]c3C(=O)N2c2ccc(C(=O)O)cc2)cc1 (stereo not given),-7.3%,10.8%,15.6%,-2.2%,0.1%,
COc1cc(CNS(=O)(=O)c2ccc3c(c2)CC(C)N3C(=O)C2CCC2)cc(OC)c1OC (stereo not given),-0.8%,4.0%,-5.7%,-1.8%,0.7%,
COc1ccc2c(c1)[C@H]1[C@H](CO2)[C@H](c2ccccc2)[C@]2(C)C(=O)Nc3ccc(Br)cc3C(=O)N12,10.9%,68.2%,10.8%,x,0.6%,inhibitors of VEEV 10K pilot screen=2.7
Nc1ccn([C@@H]2O[C@H](COS(=O)(=O)O)[C@@H](O)[C@H]2O)c(=O)n1,-1.0%,-6.2%,-6.8%,x,0.5%,inhibitors of VEEV 10K pilot screen=1.1
Cc1[nH]c2ccc(C(=O)NCCN3CCCCCC3)cc2c1C,7.1%,52.7%,2.5%,-7.5%,i,
CCCC(O)(CCN1CCOCC1)c1ccc(Cl)cc1 (stereo not given),1.3%,2.2%,-11.2%,8.7%,i,
Cc1cc(N2C(=O)CCC2=O)n(-c2ccccc2)n1,-2.6%,-0.2%,-3.5%,3.9%,5.0%,
C=CCOC(=O)C1=C[C@H](c2csc3ccccc23)C[C@H](OCCCCO)O1,4.5%,42.0%,10.8%,-2.5%,0.8%,
O=[N+]([O-])c1ccc(N2CCNCC2)cc1NCc1ccco1,-9.7%,27.7%,4.1%,5.3%,0.8%,
O=P(C(c1c[nH]c2ccccc12)N1CCOCC1)(N1CCOCC1)N1CCOCC1 (stereo not given),-8.9%,-3.5%,1.4%,5.7%,i,
CCOc1cc(/C=N/NC(=O)CCCC(=O)NC2CCCCC2)ccc1O,-2.2%,12.2%,4.0%,1.0%,i,
COc1ccc(C(=O)N/N=C/c2ccccc2C(=O)O)cc1OC,-3.9%,0.6%,-5.2%,14.2%,i,
Cc1ccc(NC2SC(=O)N(Cc3cccc(C(=O)O)c3)C2=O)c(C)c1 (stereo not given),-2.6%,11.8%,-14.9%,-0.5%,0.5%,
COc1cccc(/C(C)=N/NC(=O)Cc2c(C)[nH][nH]c2=O)c1,-5.1%,4.0%,-9.1%,-9.2%,i,
O=C(NCCN1C(=O)S/C(=C/c2ccccc2)C1=O)C1CC(=O)N(Cc2ccccc2)C1 (stereo not given),-12.0%,26.9%,-5.4%,x,12.4%,
COc1ccc(OC)c(Nc2ccc(C(=O)O)cc2[N+](=O)[O-])c1,0.7%,-14.5%,12.0%,-3.9%,0.4%,
O=S(=O)(c1ccccc1)N1N=C(c2cccs2)CC1c1ccc(F)cc1 (stereo not given),-3.9%,6.9%,3.5%,6.2%,1.6%,inhibitors of VEEV 10K pilot screen=4.9
C/C(=N/NC(=O)c1ccoc1C)c1cccc(NC(=O)C(F)(F)F)c1,1.7%,-19.3%,-6.2%,0.3%,1.3%,
COC(=O)C(CCSC)NC(=O)Cn1ncc2c(=O)oc3ccc(C)cc3c21 (stereo not given),-1.6%,6.1%,2.0%,0.7%,1.4%,
COC(=O)N1[C@H](Cc2ccccc2)C=C[C@]1(C)C(=O)NCc1ccccn1,-1.2%,13.9%,-1.5%,3.0%,0.4%,inhibitors of VEEV 10K pilot screen=0.7
CCCCOc1ccc(C(=O)NCC2(c3ccccc3)CCOCC2)cc1,1.3%,73.5%,-2.7%,6.7%,i,
N#Cc1c2ccc([N+](=O)[O-])cc2[n+]([O-])n1-c1ccccc1,u,u,0.6%,x,5.6%,
